Screening data as filed in PubChem BioAssay.
RGS8-Gao reg = RGS8-Galphao binding modulators, primary screen, biochemical, multiplexed bead flow cytometry; actives lie on both sides; response (percent of control binding), % at 10 µM; 220,000 compounds, 0.34% hits; AID 1423, 2008; in the data active means response below about 60% or above about 140%; inactive means in between;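 further: Galphao activated as the GDP aluminium fluoride complex binding bead-coupled RGS8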
Target sequence (P09471 whole entry, looked up): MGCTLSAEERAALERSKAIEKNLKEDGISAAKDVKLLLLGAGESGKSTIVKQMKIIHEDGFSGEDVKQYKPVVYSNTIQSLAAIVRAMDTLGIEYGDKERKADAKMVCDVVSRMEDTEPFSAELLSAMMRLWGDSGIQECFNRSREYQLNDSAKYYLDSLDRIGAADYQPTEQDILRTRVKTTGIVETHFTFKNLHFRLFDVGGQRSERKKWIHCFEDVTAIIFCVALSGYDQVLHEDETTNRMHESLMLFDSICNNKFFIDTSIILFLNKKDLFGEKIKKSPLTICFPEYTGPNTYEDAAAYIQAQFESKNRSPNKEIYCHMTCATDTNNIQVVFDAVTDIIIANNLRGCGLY
RGS7-Gao reg = RGS7-Galphao binding modulators, primary screen, biochemical, multiplexed bead flow cytometry; Guanine nucleotide-binding protein G(o) subunit alpha (Homo sapiens), P09471; actives lie on both sides; binding response (% of control), % at 10 µM; 220,000 compounds, 0.35% hits; in the data active means binding response below about 49% or above about 150%; inconclusive means no clear call, values can overlap the other calls; inactive means in between;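 further: fluorescent Galphao held in activated GDP-AlF4 state binding bead-coupled RGS7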
RGS4-Gao reg = modulators of RGS4 binding to Galphao, primary screen, biochemical, multiplexed bead flow cytometry; actives lie on both sides; AID 1415, 2008; binding response (% of control), % at 10 µM; 220,000 compounds, 0.33% hits; in the data active means binding response below about 49% or above about 150%; inactive means in between;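 further: fluorescent Galphao activated with aluminum fluoride binding bead-coupled RGS4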
Active calls of the source: *; ? = inconclusive; / = not tested or not shown. A portion of the library; count on the stated rates, not on these rows.

Every second line gives: RGS8-Gao reg	RGS7-Gao reg	RGS4-Gao reg
1. O=C(Nc1cc(S(=O)(=O)N2CCCCC2)ccc1N1CCOCC1)c1cc(=O)[nH]c2ccccc12
 : 104	?	101
2. CC(=O)Nc1ccc(S(=O)(=O)N2CCN(c3cc(C(F)(F)F)ccn3)CC2)cc1
 : 100	?	100
3. CCOC(=O)CC/C(C)=N\N=C1\SC(CC(=O)O)C(=O)N1c1ccccc1 (stereo not drawn)
 : 98	?	97
4. Cn1nnc(NC(=S)NC(=O)c2cc3ccccc3o2)n1
 : 92	?	93
5. O=C(/C=C/c1ccccn1)c1cc(Br)ccc1O
 : 101	?	104
6. O=Cc1sc(=O)n(Cc2cccc(C(=O)O)c2)c1Cl
 : 95	?	95
7. O=C(CSc1nccc(-c2cccs2)n1)Nc1ccc(Cl)cc1
 : 98	?	97
8. COc1cccc2[nH]c3c(=O)n(CCCN4CCOCC4)cnc3c12
 : 100	?	97
9. CCNC(=O)CCc1nc(-c2ccc(C)cc2)no1
 : 103	?	104
10. CCC(=O)Nc1ccc(C=C(C(C)=O)C(C)=O)cc1
 : 104	?	105
11. O=C(Nc1ccccc1Cl)Nc1ccccc1Cl
 : 94	?	91
12. CCOCCCNC(=O)c1c[nH]c2ccc(OCC)cc2c1=O
 : 101	?	100
13. NC1=C(Br)C(=O)c2ccccc2C1=O
 : 100	?	99
14. CCc1ccnc(NS(=O)(=O)c2ccc3c(c2)OCCO3)c1
 : 98	?	100
15. O=C(CC1C(=O)NCCN1Cc1c(F)cccc1Cl)NC1CCCCCC1 (stereo not drawn)
 : 103	?	102
16. NS(=O)(=O)c1cccc(NC(=O)c2cc(-c3cccs3)nc3ccccc23)c1
 : 99	?	97
17. COc1ccc(Nc2cc(C)c3ccc(O)cc3n2)cc1
 : 91	?	83
18. CN(C)Cc1nnnn1-c1cccc(-n2nnnc2CN(C)C)c1
 : 98	?	98
19. Cc1nn(CC(=O)NCc2ccco2)c(C)c1[N+](=O)[O-]
 : 102	?	98
20. COc1cc(/C=N/n2c(-c3n[nH]c4c3CCC4)n[nH]c2=S)ccc1O
 : 95	?	98
21. O=C(Nc1ncc(S(=O)(=O)c2ccc([N+](=O)[O-])cc2)s1)c1ccccc1F
 : 98	?	101
22. Cc1cccc(OCC(=O)NCC(=O)N/N=C/c2c(C)[nH]c3ccccc23)c1
 : 101	?	99
23. CC(=O)Nc1ccc2sc(C)nc2c1
 : 99	?	100
24. Cc1cccc(NC(=O)c2nc[nH]c2C(=O)N[C@@H](Cc2ccccc2)C(=O)OCc2ccccc2)c1
 : 96	?	94
25. Cc1ccc2c(c1)COc1c3ccc(C(=O)N[C@@H](C)CO)cc3nn1-2
 : 85	?	81
26. Cc1cccc(CC(=O)c2c[nH]c3ccccc23)c1
 : 93	/	90
27. COc1ccc(/C=N/Nc2nnc(Cc3ccccc3)c(=O)[nH]2)cc1OC
 : 99	?	98
28. CC1(C)CC(=O)C(C=NCCN2CCN(CC(=O)Nc3ccc(F)cc3)CC2)=C(O)C1
 : 101	?	100
29. COc1cc(O)c(C(CCN2CCN(c3ccccc3)CC2)c2ccc(N(C)C)cc2)c(OC)c1 (stereo not drawn)
 : 109	?	108
30. NC(=O)CSc1nnc(-c2ccccn2)n1Cc1ccco1
 : 101	?	101
31. Cc1ccsc1C(=O)Nc1n[nH]c(C(F)(F)F)n1
 : 101	/	98
32. COc1ccc(NC(=S)N2CCCCC2c2cccnc2)cc1 (stereo not drawn)
 : 106	?	112
33. CCOc1ccc(S(=O)(=O)Nc2ccc(C(=O)NN)cc2)cc1
 : 98	?	100
34. C/C=C/C=C/C(=O)N1CC[C@]23c4ccccc4N[C@H]4N(C)c5cccc6c5[C@]42CCN([C@H]6C2OC2(C)C)[C@H]13 (stereo partly drawn)
 : 102	?	99
35. O=C(C1=NN[C@@H]2C(=O)N(c3ccccc3C(F)(F)F)C(=O)[C@H]12)c1cnccn1
 : 105	?	104
36. COc1cc(-c2cc(=O)c3c(O)c(OC)c(OC)cc3o2)cc(OC)c1O
 : 103	?	98
37. CS(=O)(=O)NNC(=O)Cn1nnc(-c2cc(C(F)(F)F)cc(C(F)(F)F)c2)n1
 : 101	?	112
38. C=CC(COCc1ccccc1)N(Cc1ccccc1)S(=O)(=O)c1ccccc1Br (stereo not drawn)
 : 102	?	101
39. O=C(CN1CCN(Cc2ccccc2)CC1)N/N=C/c1ccccc1F
 : 100	?	101
40. CCOC(=O)CN(C(=O)COc1nc(C)cc(C)c1C#N)c1cccc(Cl)c1
 : 102	?	110

Some of the entries above in another layout.
entry	structure	RGS8-Gao reg	RGS7-Gao reg	RGS4-Gao reg
32	COc1ccc(NC(=S)N2CCCCC2c2cccnc2)cc1 (stereo not drawn)	106	?	112
33	CCOc1ccc(S(=O)(=O)Nc2ccc(C(=O)NN)cc2)cc1	98	?	100
34	C/C=C/C=C/C(=O)N1CC[C@]23c4ccccc4N[C@H]4N(C)c5cccc6c5[C@]42CCN([C@H]6C2OC2(C)C)[C@H]13 (stereo partly drawn)	102	?	99

The listing continues.
Every second line gives: RGS8-Gao reg	RGS7-Gao reg	RGS4-Gao reg
41. COc1cccc(-c2nc(-c3cccs3)no2)c1
 : 100	?	101
42. COc1ccc(/C=C(\NC(=O)c2ccco2)C(=O)NCCc2nc3ccccc3[nH]2)cc1
 : 100	?	97
43. CC1=NCCN1CCNC(=O)Nc1cc(C)cc(C)c1
 : 67	?	47*
44. Cn1ccc(NC(=O)Nc2ccc(Cl)cc2)n1
 : 102	?	101
45. Cc1ccc(NC2c3ccccc3C(=O)N2c2cccnc2)cc1 (stereo not drawn)
 : 100	?	102
46. Cc1ccc(S(=O)(=O)NCCc2cccs2)cc1
 : 102	?	102
47. O=C(C1=NN[C@@H]2C(=O)N(c3cccc(F)c3)C(=O)[C@H]12)c1cnccn1
 : 101	?	98
48. COc1ccccc1/C=C(/C#N)C(=O)O
 : 100	?	101
49. Nc1ccc(C(=O)Oc2ccc([N+](=O)[O-])cc2)c(O)c1
 : 103	?	95
50. Cn1c(/C=N/O)nc2ccccc21
 : 106	?	106
51. Cc1occc1C(=O)Nc1cccc([N+](=O)[O-])c1C
 : 105	?	105
52. C/C(=N/NC(=O)CSc1nc2ccccc2s1)c1ccncc1
 : 101	?	98
53. O=C(O)CCN1C(=O)/C(=C\c2cccc(OCC(=O)Nc3ccc(Cl)cc3)c2)SC1=S
 : 101	?	97
54. O=C1c2ccccc2C(=O)N1c1ccc(Cc2ccncc2)cc1
 : 100	?	107
55. COC(=O)NC(NS(=O)(=O)c1ccccc1)(C(=O)OC)C(F)(F)F (stereo not drawn)
 : 100	?	104
56. C/C(CC(=O)Nc1ccc(Cl)cc1C(F)(F)F)=N\NC(=O)c1cccs1
 : 97	?	95
57. C[n+]1cccc(/C=N/NC(=O)CC23CC4CC(CC(C4)C2)C3)c1
 : 111	?	112
58. CC(C)(C)C(=O)OCc1nc(-c2ccc(Cl)cc2)cs1
 : 98	?	98
59. Cc1cc(Cl)ccc1OCC(=O)Nc1ccccc1NS(=O)(=O)c1cccs1
 : 101	?	104
60. COC(=O)c1c(C)oc(C)c1S(=O)(=O)Nc1ccc(C(C)C)cc1
 : 100	?	98
61. N#C/C(=C\Nc1ccc(Cl)cn1)S(=O)(=O)c1ccccn1
 : 101	?	98
62. Cn1c(=O)c([N+](=O)[O-])c(NCCCn2ccnc2)c2ccccc21
 : 102	?	97
63. Cc1ccc(S(=O)(=O)Nn2cnnc2)cc1
 : 102	?	100
64. CCOC(=O)C(NC(C)=O)(NC(C)C)C(F)(F)F (stereo not drawn)
 : 104	?	102
65. C#CCOCCOCCOCCNc1nc(N2CCN(C(=O)[C@H](CCCCN)n3cc(C(N)COC(=O)C(F)(F)F)nn3)CC2)nc(N2CCN(C(=O)[C@H](CCCCN)n3cc(C(N)CC(C)C)nn3)CC2)n1 (stereo partly drawn)
 : 102	?	104
66. Oc1ccc2ccccc2c1C=Nc1ccccc1
 : 87	?	78
67. CC(C)=NN1C(=O)c2ccccc2NC1(C)C
 : 111	?	122
68. CN(C)c1cc(Cl)c2nonc2c1N
 : 104	?	101
69. Cc1ccc(NC(=S)N2CCN(c3nccc(C(F)(F)F)n3)CC2)c(C)c1
 : 101	?	101
70. O=C(CCCCCN1C(=O)c2cccc3cccc(c23)C1=O)NCc1ccco1
 : 90	?	80
71. CC(=O)NC(CC(=O)O)c1ccccc1 (stereo not drawn)
 : 102	?	104
72. Cc1ccc(C(=O)N/C(=C\c2ccc(C)o2)C(=O)O)cc1
 : 101	?	103
73. CCCn1c(=O)c(/C(N)=N/O)nn(-c2cccc(C(F)(F)F)c2)c1=O
 : 102	?	110
74. CC(=O)Nc1cccc(OCCCNC(=O)c2ccc(C(C)(C)C)cc2)c1
 : 100	?	100
75. Cc1ccc(S(=O)(=O)N2CCOCC2)cc1C(=O)N(C)CCOc1ccc(Cl)cc1
 : 102	?	102
76. COc1ccc(S(=O)(=O)N2CCc3cc(OC)c(OC)cc3C2)cc1
 : 103	?	100
77. CN(C(=O)COC(=O)c1cc(S(=O)(=O)N2CCCCC2)ccc1N1CCOCC1)C1CCS(=O)(=O)C1 (stereo not drawn)
 : 96	?	98
78. CC1CCC(NC(=O)C2CCC(CNc3c(N4CCCCC4)c(=O)c3=O)CC2)CC1 (stereo not drawn)
 : 99	?	106
79. Cc1ccc(NC(=O)c2ccc(CSc3ccccn3)cc2)c(O)c1
 : 98	?	97
80. Cc1onc(-c2c(F)cccc2Cl)c1-c1nnc(-c2cccc3ccccc23)o1
 : 103	?	103
81. CSc1ccc(NC(=O)Nc2cc(C)ccn2)cc1
 : 99	?	101
82. CCOP(=O)(OCC)C(Nc1ccc(C(=O)O)cc1)c1ccccc1 (stereo not drawn)
 : 101	?	100
83. COc1ccc(-c2nn(C)c(=O)c3ccccc23)cc1CNC(=O)C1CCCCC1
 : 103	?	103
84. CC(C)CN(Cc1cc(=O)oc2cc(-c3ccccc3)c(O)cc12)CC(C)C
 : 101	?	101
85. O=C(O)c1ccc(/C=N/Nc2ccc(S(=O)(=O)N3CCCC3)cc2[N+](=O)[O-])cc1
 : 98	?	97
86. Fc1ccc(-c2nnn3c2nc(NCc2ccccc2)c2ccccc23)cc1
 : 101	?	101
87. CCOC(=O)c1sc(Nc2cccc(Cl)c2)nc1C
 : 100	?	102
88. Cc1cc(-c2ccccc2)c2c(n1)sc1c(O)cc(=O)[nH]c12
 : 103	?	111
89. Oc1ccc2oc3c(c2c1C=NCc1ccncc1)CCCC3
 : 102	?	101
90. Cc1cc(C)c(C)c(S(=O)(=O)N2CCN(C(=O)CCC(=O)N3CCOCC3)CC2)c1C
 : 100	?	98

The listing continues:
Every second line gives: RGS8-Gao reg	RGS7-Gao reg	RGS4-Gao reg
91. COC(=O)c1ccc(S(=O)(=O)NCc2ccc(OC)cc2)n1C
 : 91	?	83
92. O=C1c2ccccc2C(=O)N1c1ncn[nH]1
 : 112	?	119
93. CCCCOc1ccc(-c2c(C#N)c(N)[nH]c(=S)c2C#N)cc1
 : 100	?	101
94. CC1(C)Oc2ccc3ccc(=O)oc3c2C[C@H]1O
 : 102	?	102
95. Cc1ccc(/C=N/N2CCN(c3ccccn3)CC2)o1
 : 99	?	98
96. NNc1nc2sc3c(c2c(=O)n1-c1ccccc1)CCCC3
 : 98	?	106
97. CN(C)c1nc(=NCc2ccco2)ss1
 : 82	?	104
98. O=C1CC(c2cccs2)Cc2nc(NC(=O)C3CC3)ncc21 (stereo not drawn)
 : 97	?	86
99. Fc1ccc(C2=CC(c3ccco3)n3nnnc3N2)cc1 (stereo not drawn)
 : 102	?	104
100. FC(F)(F)COc1ccc(-c2nnc(SCc3ccccc3)o2)cn1
 : 102	?	101
101. Cc1ccc(N2C(=O)CC3(CCCC3)CC2=O)cc1
 : 100	?	93
102. O=c1c2c3nc4ccccc4nc3n(/N=C/c3ccncc3)c2ncn1-c1ccccc1
 : 92	?	93
103. COP(=O)(OC)C(Nc1ccc([N+](=O)[O-])cc1)c1ccccc1 (stereo not drawn)
 : 99	?	99
104. O=C(NCc1ccccn1)C1CCC(CNS(=O)(=O)c2cccc3nsnc23)CC1 (stereo not drawn)
 : 100	?	97
105. CS(=O)(=O)c1ccc2nc(NC(=O)c3ccc(NS(=O)(=O)c4cccc([N+](=O)[O-])c4)cc3)sc2c1
 : 104	?	104
106. COc1cccc2c1C(CO)N1C(C#N)C3CC(C(=O)O)C(C1C2)N3C (stereo not drawn)
 : 94	?	94
107. O=c1[nH][nH]c2ccccc2c1=O
 : 101	?	96
108. Cc1ccc(S(=O)(=O)N(C)c2nc3ccccc3[nH]c2=S)cc1
 : 90	?	90
109. COC(=O)N/N=C/c1cn(Cc2ccccc2F)c2ccccc12
 : 100	?	105
110. Cn1nc(C(C)(C)C)cc1NC(=O)Nc1cc(Cl)cc(Cl)c1
 : 100	?	101
111. COc1cccc(CN2CCN(C(=O)CCc3nnc(C4CCCCC4)o3)CC2=O)c1
 : 108	?	115
112. Cc1nnc(SCc2cc(=O)[nH]c(/N=C(\N)Nc3ccccc3)n2)s1
 : 98	?	102
113. c1cn2c(Nc3ccc4c(c3)OCCO4)c(-c3ccc(N4CCOCC4)cc3)nc2cn1
 : 99	?	98
